# Screening results (PubChem BioAssay)
# 15-hLO-2 inh = inhibitors of human 15-lipoxygenase 2 (ALOX15B); O15296; purified 15hLO-2, xylenol orange hydroperoxide absorbance; Potency, µM (doses to about 57.1 µM), without a hit: at the top dose activity change, negative = inhibition, actives largely listed as inhibitors; 110,000 compounds, 0.56% hits; AID 881; further: potency means the concentration at half of the fitted maximal effect; nearly all actives have a fitted effect of over 60% in size; many of its hits are not listed in these tables
# Target sequence (O15296 whole entry, looked up): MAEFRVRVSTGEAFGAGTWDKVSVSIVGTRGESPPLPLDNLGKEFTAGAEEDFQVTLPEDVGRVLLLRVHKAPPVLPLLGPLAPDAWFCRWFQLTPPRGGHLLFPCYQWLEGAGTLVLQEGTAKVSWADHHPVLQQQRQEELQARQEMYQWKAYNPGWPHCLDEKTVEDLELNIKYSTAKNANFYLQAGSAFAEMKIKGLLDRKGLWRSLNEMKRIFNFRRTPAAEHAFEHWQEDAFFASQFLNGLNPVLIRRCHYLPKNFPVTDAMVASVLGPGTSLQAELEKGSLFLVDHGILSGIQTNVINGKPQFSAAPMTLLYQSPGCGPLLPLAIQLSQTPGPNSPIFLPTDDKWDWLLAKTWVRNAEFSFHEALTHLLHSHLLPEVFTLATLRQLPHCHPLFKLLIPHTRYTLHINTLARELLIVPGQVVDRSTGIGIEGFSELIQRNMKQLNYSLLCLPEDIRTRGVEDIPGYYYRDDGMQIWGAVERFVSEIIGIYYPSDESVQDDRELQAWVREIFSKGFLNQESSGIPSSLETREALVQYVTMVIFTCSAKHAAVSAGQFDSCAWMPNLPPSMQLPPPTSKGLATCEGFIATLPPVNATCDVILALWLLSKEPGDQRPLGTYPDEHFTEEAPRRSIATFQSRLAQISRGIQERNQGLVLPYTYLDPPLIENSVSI
#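 Screening format was qHTS against 50 nM purified 15hLO-2 in Hepes pH 7.5 with detergent. Activity follows hydroperoxide formation from 45 uM arachidonic acid, measured as 573:405 nm absorbance ratio of the ferric-xylenol orange complex.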
# IMPase inh = cell-permeable inhibitors of inositol monophosphatase (IMPase) | inhibition (IP1 accumulation), % at 46.1 µM | CHO-M1 cells, IP1 accumulation, HTRF TR-FRET ratio | P97697 | 120,000 tested, under 10 active; active means well fitted curve in the direction sought with a large enough effect in the signal ratio, not every such curve was filed as active; inconclusive means small, poorly fitted or top-dose-only effect, or a change in a side signal; inactive means no such curve, though single readings can be large or run the other way; the % refers to the signal ratio;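 further: cells stimulated with carbachol in lithium chloride buffer; plate controls were DMSO basal wells for no effect and reference inhibitor wells for full effect; higher means more IMPase inhibition seen as more IP1 and lower FRET ratio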
# Target sequence (P97697 whole entry, looked up): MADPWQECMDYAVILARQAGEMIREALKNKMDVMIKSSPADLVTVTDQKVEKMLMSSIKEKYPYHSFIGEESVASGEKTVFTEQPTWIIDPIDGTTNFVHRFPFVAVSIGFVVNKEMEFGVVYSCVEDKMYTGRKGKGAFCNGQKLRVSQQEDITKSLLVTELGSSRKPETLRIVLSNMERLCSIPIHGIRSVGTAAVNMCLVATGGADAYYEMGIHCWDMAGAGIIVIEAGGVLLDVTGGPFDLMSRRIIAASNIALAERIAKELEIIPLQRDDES
#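 Elevated IP1 in lysates lowers TR-FRET signal (665/620 ratio and 620 channel reported). Cells were CHO-M1, given carbachol (50 uM as added) plus 50mM LiCl, pH 7.4, 30 min, 37C; compounds titrated up to 46 uM; AC50 by Hill equation.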
# 12-hLO inh = blocks human 12-lipoxygenase activity. AID 1452. 150,000 compounds, 0.12% hits. purified 12-hLO, xylenol orange hydroperoxide absorbance. P18054. Potency, µM (titrated, usually from 57.1 µM), without a hit: at the highest dose activity change, negative = inhibition, most hits filed as inhibitors; further: potency means the concentration at half of the fitted maximal effect; nearly all actives have a fitted effect of over 55% in size; many of its hits are not listed in these tables
#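 Purified human 12hLO (150 nM final) was preincubated with compounds for 15 min at room temperature in 25 mM Hepes pH 7.0, 0.01% Triton X-100, then reacted with 40 uM arachidonic acid for 30 min. Hydroperoxide was detected with ferrous iron/xylenol orange.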
# PNC inhibitor = perinucleolar compartment assembly inhibition. 140,000 compounds, 3.1% hits. activity change (PNC), negative = inhibition, % at 10 µM. PC3M PTB-GFP, PNC prevalence imaging, 16 h; active compounds read low;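 active means readout at or below -70, meaning at least 70% loss of cells showing the perinucleolar compartment, a nuclear body marking cancer cells; inconclusive means readout between -30 and a set limit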;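 further: plate controls were DMSO wells for no effect and camptothecin positive control wells for full effect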
#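 PC3M cells stably expressing PTB-GFP, 750–1000 cells/well, treated 16 h at 37 °C with compound (23 nl of library stock), in duplicate. After paraformaldehyde fixation and Hoechst stain, imaged at 20x; PNC prevalence scored by image analysis.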
# An asterisk follows results filed as active; ? = inconclusive; nt = no result given; & = joins results of further samples; [ ] = dose if it differs, or a comment. Unless noted, the call rests on the fitted dose curve; in most records, active means well fitted curve in the direction sought with a large enough effect; inconclusive means small, poorly fitted or top-dose-only effect, or another doubt; inactive means no such curve, though single readings can be large; an effect the other way counts as inactive or inconclusive. Unless noted, on the % scale 0 is the no-effect control and ±100 the full control effect.
1: COc1ccc(-n2c(SCC#N)nnc2-c2ccc(NS(=O)(=O)c3ccc(C)cc3)cc2)cc1
2: C/C(=N\NC(=O)c1cc(-c2cccc([N+](=O)[O-])c2)n[nH]1)c1ccccc1O
3: C=CCn1c(=O)/c(=C/c2cc(OC)c(OC)c(OC)c2)s/c1=C(/C#N)c1nc2ccccc2n1C
4: COc1cccc2c1OC(=O)CC2c1ccc(C)cc1 (stereo not drawn)
5: O=C(CSc1nnnn1C1CCCC1)N1CCN(C(=O)c2ccco2)CC1
6: Cc1ccc(-c2nnc(N(C)C(=O)c3cccnc3)s2)cc1
7: O=C(NCc1ccc2c(c1)OCO2)C1CCN(Cc2cnn(-c3ccccc3)c2-n2cccc2)CC1
8: COc1ccc(NC(=O)CN(C)S(=O)(=O)c2ccc3c(c2)OCCO3)c2ncccc12
compound no.	1	2	3	4	5	6	7	8
15-hLO-2 inh	-16%	nt	2%	-13%[0.0915 µM]	-4%	10%	14%	-2%
IMPase inh	10	nt	2	nt	18	5	5	-10
12-hLO inh	-24%	-1%	-5%	-17%[0.00818 µM]	2%	4%	-14%	-16%
PNC inhibitor	?	50	-16	nt	42	?	4	?

9: Cc1nc2ccccn2c1C(=O)NCCCN1CCOCC1
10: CSc1n[nH]c(NCc2ccccc2)n1
11: CC(C)=NNc1nc(-c2ccccc2)cs1
12: C[C@@]1(C(NC(=O)c2cccs2)c2ccc(-c3ccccc3)cc2)C[C@H]1C1CCCCC1 (stereo partly drawn)
13: Cc1ccc(Nc2nnc(SCC(=O)Nc3cccc(S(=O)(=O)N4CCCCC4)c3)s2)cc1
14: COc1ccc2[nH]cc(C(=O)N3CCCCC3)c(=O)c2c1
15: Cc1cccc(/C=C/C(=O)c2ccc(NC3=NCCCS3)cc2)c1
16: CC1CCCC(C)N1CCCNC(=O)Cn1cc2c(n1)CCCC2 (stereo not drawn)
compound no.	9	10	11	12	13	14	15	16
15-hLO-2 inh	-3%	1%	nt	-4%	nt	1%	nt	15%
IMPase inh	3	-13	nt	nt	4	2	nt	10
12-hLO inh	0%	0%	?	-2%	-6%	-3%	-3%	-5%
PNC inhibitor	30	-17	17	nt	-7	?	33	-7

17: O=C(c1cccc(F)c1)N1CCC2(CC1)CN(c1ccccn1)C2
18: COc1ccc(NC(=O)CN(C)S(=O)(=O)c2ccc(Cl)cc2)cc1Cl
19: Nc1cc(S(=O)(=O)C(F)(F)F)ccc1C(=O)O
20: CC(=O)OCC(=O)Nc1ccc(N=Nc2ccccc2)cc1
21: CCOc1ccc2nc(SCC(=O)c3cccs3)sc2c1
22: CCn1c(SCC(=O)N/N=C/C=C/c2ccccc2[N+](=O)[O-])nnc1-c1ccc(Cl)cc1
23: CSc1ccc(C(=O)c2[nH]c(=O)[nH]c2C)cc1
24: Cn1c(=O)c(NC(=O)c2ccccc2)c2n(c1=S)CCCCC2
compound no.	17	18	19	20	21	22	23	24
15-hLO-2 inh	3%	14%	0%	nt	-9%	nt	-15%	1%
IMPase inh	nt	1	4	7	-1	2	8	-5
12-hLO inh	0%	-1%	-4%	-8%	-1%	-3%	-8%	2%
PNC inhibitor	nt	9	-127*	-19	?	?	nt	-29

# 4 entries from above, with values under each structure.
# Results follow in this order: 15-hLO-2 inh, IMPase inh, 12-hLO inh, PNC inhibitor
19: Nc1cc(S(=O)(=O)C(F)(F)F)ccc1C(=O)O
 : 0%, 4, -4%, -127*
18: COc1ccc(NC(=O)CN(C)S(=O)(=O)c2ccc(Cl)cc2)cc1Cl
 : 14%, 1, -1%, 9
20: CC(=O)OCC(=O)Nc1ccc(N=Nc2ccccc2)cc1
 : nt, 7, -8%, -19
22: CCn1c(SCC(=O)N/N=C/C=C/c2ccccc2[N+](=O)[O-])nnc1-c1ccc(Cl)cc1
 : nt, 2, -3%, ?

# Next part:
25: COc1ccccc1N(CN1C(=O)c2ccccc2C1=O)C(=O)c1cccc(C)c1
26: Cc1cc(C)c(S(=O)(=O)NCCn2ccc3ccccc32)c(C)c1
27: COC(=O)C1=CO[C@@H](C)[C@H]2CN3CCc4c([nH]c5ccccc45)[C@@H]3C[C@H]12
28: Cn1c(CNC(=O)c2cccs2)n[nH]c1=S
29: C/C=C/CSc1nc2c(c(=O)[nH]c(=O)n2C)n1C(C)C
30: Cc1ccc(C(=O)NCC(=O)OCC(=O)Nc2ncc(C(F)(F)F)cc2Cl)cc1
31: COc1cc(NC(=O)CSc2ncnc3c2cnn3Cc2ccccc2)cc(OC)c1
32: O=C(Nc1ccc(S(=O)(=O)N2CCCCC2)cc1)c1ccncc1
compound no.	25	26	27	28	29	30	31	32
15-hLO-2 inh	nt	-12%	16%&6%[25.6 µM]	nt	-8%	nt	-4%	-2%
IMPase inh	8	5	-2&3[20.6 µM]	nt	-7	-9	9	11
12-hLO inh	1%	-10%	-1%&1%[25.6 µM]	0%	8%	-1%	-2%	-7%
PNC inhibitor	6	-6	nt	?	71	?	39	8

33: Nc1nc(-c2ccc3c(c2)NC(=O)CO3)cs1
34: CCCc1nc(N)c(C#N)c(-c2cccnc2)c1CC
35: COc1ccc(C(=O)N2CCCC(C(=O)N3CCCCCC3)C2)cc1 (stereo not drawn)
36: CCc1ccccc1NC(=O)c1nnn(CC(=O)Nc2cccc(C)c2C)c1N
37: Cc1cc(NC(=O)COC(=O)c2cccc(S(=O)(=O)N3CCOCC3)c2)no1
38: CCCC(=O)c1c[nH]c(C(=O)NCCCN2CCOCC2)c1
39: CN(CC(=O)Nc1ccc(C#N)cc1)Cc1ccc(Cl)cc1
40: CC1(C)CC(=O)C2=C(C1)OC(=O)C2(NC(=O)c1cccs1)C(F)(F)F (stereo not drawn)
compound no.	33	34	35	36	37	38	39	40
15-hLO-2 inh	-4%	5%	-9%	?	2%	0%	4%	4%[2.29 µM]
IMPase inh	0	6	7	?	4	5	9	3
12-hLO inh	-17%	2%	6%	-1%	-1%	4%	-12%	0%
PNC inhibitor	?	?	36	21	?	29	31	29

41: Cc1ccc2cccc(S(=O)(=O)Nc3ccc4c(c3)OCO4)c2n1
42: CSc1nnc2n(Cc3ccccc3)c(=O)c3c4c(sc3n12)COC(C(C)C)C4 (stereo not drawn)
43: Cc1ccc(N2C(=S)N=C(Nc3ccccc3C)C23CCOC(C)(C)C3)cc1 (stereo not drawn)
44: COc1ccc2nc(N3C(=O)/C(=C/c4ccccc4)NC3=S)sc2c1
45: CCCCc1ccc(NC(=O)N[C@H](C(=O)O)C(C)C)cc1
46: Cc1ccccc1NC(=O)c1ccccc1O
47: CC(C)(C)c1ccc(-c2nc(C#N)c(NCc3ccncc3)o2)cc1
48: O=C(O)c1cccc(NS(=O)(=O)c2ccc3nnn(O)c3c2)c1
compound no.	41	42	43	44	45	46	47	48
15-hLO-2 inh	2%	-3%	0%	nt	nt	-4%	27%	0%
IMPase inh	12	4	-4	nt	?	0	8	4
12-hLO inh	-8%	11%	1%	-2%	-3%	-10%	-14%	-3%
PNC inhibitor	-5	-9	48	28	-5	35	32	-29

49: Cn1c(=O)c2c(nc(SCC(=O)NCc3ccco3)n2C)n(C)c1=O
50: Cc1cc(C)c2cc(CN(CCO)Cc3nnnn3Cc3ccc(F)cc3)c(=O)[nH]c2c1
51: COc1ccc(C(=O)NC(=O)N2CCCCC2)cc1
52: Cn1c(=O)n(CC(=O)NCc2cccnc2)c2ccccc21
53: O=C1CC(SC(=NCc2ccc3c(c2)OCO3)Nc2ccccc2)C(=O)N1c1ccccc1 (stereo not drawn)
54: CN(C)Cc1ccccc1-c1nc(N2CCOCC2)c2ccccc2n1
55: O=C(NC1CCCCC1)C(c1ccc2ncccc2c1)N(Cc1ccc2c(c1)OCO2)C(=O)c1cccs1 (stereo not drawn)
56: COC(=O)c1ccccc1NS(=O)(=O)c1ccc(F)cc1
compound no.	49	50	51	52	53	54	55	56
15-hLO-2 inh	-1%	-12%	-2%	3%[2.29 µM]	8%	3%	30%[activator]	nt
IMPase inh	9	3	0	3	5	nt	6	-5
12-hLO inh	2%	6%	-2%	1%	-14%	3%	2%	0%
PNC inhibitor	-1	-18	?	22	?	nt	3	163

# The last four compounds of the section above are carried over, then new ones follow:
53: O=C1CC(SC(=NCc2ccc3c(c2)OCO3)Nc2ccccc2)C(=O)N1c1ccccc1 (stereo not drawn)
54: CN(C)Cc1ccccc1-c1nc(N2CCOCC2)c2ccccc2n1
55: O=C(NC1CCCCC1)C(c1ccc2ncccc2c1)N(Cc1ccc2c(c1)OCO2)C(=O)c1cccs1 (stereo not drawn)
56: COC(=O)c1ccccc1NS(=O)(=O)c1ccc(F)cc1
57: COc1ccc(-c2nnc3sc(-c4cccs4)nn23)cc1OC
58: O=C(CCCCCN1C(=O)CCC1=O)Nc1ccc2c(c1)OCCO2
59: Cc1cc(C)cc(-n2c(C)cc(/C=C3\C(=N)N4N=C(CC(C)C)SC4=NC3=O)c2C)c1
60: COCc1cc(=O)n2[nH]c(-c3ccsc3-n3c(C)ccc3C)cc2n1
61: COc1ccc(Br)cc1CNC(=O)CCc1nc(-c2ccccc2F)no1
62: Cc1ccccc1NC(=O)c1c(O)c2cccc3c2n(c1=O)CCC3
63: Cc1cc(NC(=O)Cn2c(=O)n(Cc3ccccc3)c(=O)c3ccccc32)no1
64: COc1cccc(NC(=O)CC2SC(=Nc3ccccc3)NC2=O)c1 (stereo not drawn)
compound no.	53	54	55	56	57	58	59	60	61	62	63	64
15-hLO-2 inh	8%	3%	30%[activator]	nt	-2%	0%[2.29 µM]	nt	-10%	0%	-1%	?	-1%
IMPase inh	5	nt	6	-5	0	-3	nt	-4	-1	3	-20	5
12-hLO inh	-14%	3%	2%	0%	-6%	-3%	6%	-14%	?	-1%	-4%	-4%
PNC inhibitor	?	nt	3	163	14	-26	-25	17	9	2	9	35

65: COc1cc(S(=O)(=O)N2CCN(c3ccccc3)CC2)ccc1Cl
66: CCCOc1ccc2ccccc2c1/C=N/n1cnnc1
67: O=c1ccc2cc3ccoc3cc2o1
68: COc1ccc(C2=Nn3c(nnc3-c3ccccn3)SC2)cc1
69: Cc1cc(/C=N/NC(=O)C(=O)N2CCCC2)c(C)n1-c1cccc(Br)c1
70: CCSc1cc(C2C(C(=O)OC)=C(C)NC3=C2C(=O)CCC3)c(C)o1 (stereo not drawn)
71: OCC[n+]1ccc(/C=C/c2c[nH]c3ccccc23)cc1
72: COc1ccc(C2(C(=O)NCCCN(C)C)CCOCC2)cc1
73: CCCC(c1nnnn1C1CCCC1)N1CCN(c2ccccc2F)CC1 (stereo not drawn)
74: N#C/C(=C\c1ccc(-c2cccc(C(F)(F)F)c2)o1)C(=O)Nn1cnnc1
compound no.	65	66	67	68	69	70	71	72	73	74
15-hLO-2 inh	9%	3%	-3%	2%	-1%	?	nt	2%	0%	nt
IMPase inh	6	-4	-2	0	3	-6	nt	8	-5	nt
12-hLO inh	1%	-3%	-3%	-1%	-7%	-12%	-2%	0%	-8%	0%
PNC inhibitor	-4	-15	nt	2	-20	8	?	-10	22	-29
